Screens from PubChem.
p53ts 32C tox: qHTS Screen for Compounds that Selectively Target Cancer Cells with p53 Mutations: Cytotoxicity of p53ts Cells at the Permissive Temperature; H1299-p53A138V at 32C, ATP luminescence viability, 24 h; Potency, µM (highest dose often 46.1 µM), without a hit: top-dose activity change, negative = cytotoxicity, actives largely listed as cytotoxic; hit rate 0.93% among 130,000; AID 924, 2007;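 further: 0% = DMSO and -100% = full killing by reference compound; nearly all actives have a fitted effect of over 55% in size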
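Viability by ATPlite luminescence after 24 h compound treatment (up to 46 uM) at the permissive 32C. Cells are H1299 carrying p53 A138V. Scale runs from DMSO basal to 100 uM tamoxifen as full kill; AC50 from Hill fits.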
IkB signaling: IkB Signaling | AID 445, 2006 | Potency, µM (series often up to 57.1 µM), inactives show at the highest dose IkBa stabilization activation | ABC-DLBCL IkBa-CBG/CBR dual luciferase ratio, 4 h; response scale: scaled: untreated 0%, proteasome inhibitor 100% | hit rate 0.04% among 110,000; active means well fitted curve in the direction sought with a large enough effect in the signal ratio, not every such curve was filed as active; inconclusive means small, poorly fitted or top-dose-only effect, or a change in a side signal; the % refers to the signal ratio;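 further: the direction sought is a rising ratio; 0% = basal untreated cells and 100% = reference inhibitor full response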
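Luminescence ratio of IκBα-fused green versus native red beetle luciferase in OCI-Ly3 cells, 4 h post-doxycycline with compound; red signal alone, scaled from basal (0%) to zero light (-100%), flagged nonspecific or cytotoxic effects.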
p53ts 39C kill: qHTS Screen for Compounds that Selectively Target Cancer Cells with p53 Mutations: Cytotoxicity of p53ts Cells at the Nonpermissive Temperature; hit rate 1.5% among 130,000; Potency, µM (series often up to 46.1 µM), inactives show top-dose activity change, negative = cell killing, hits mostly cytotoxic; H1299-p53A138V viability at 39C, ATP luminescence, 24 h; further: nearly all actives have a fitted effect of over 55% in size
Imprint erasure: qHTS Assay for Compounds that Induce Erasure of Genomic Imprints; mouse ES Peg3-LacZ reporter, beta-gal luminescence, 40 h; Potency, µM (doses to about 60.7 µM), without a hit: at the top dose activity change, positive = activation, usual class: activators; hit rate 0.02% among 110,000;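 further: 0% = negative control wells on the plate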
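Readout: BetaGlo luminescence (5 min, room temp) for LacZ from the normally silent maternal Peg3 allele in female Peg3LacZ-Neo ES cells. Cells 300/well, 40 h, 37C, 5% CO2. Data normalized per plate to negative controls.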
* = called active by the depositor; ? = inconclusive; · = not tested or not shown; [ ] = another dose, or the depositor's remark. Unless noted, the call rests on the fitted dose curve; in most records, active means well fitted curve in the direction sought with a large enough effect; inconclusive means small, poorly fitted or top-dose-only effect, or another doubt; inactive means no such curve, though single readings can be large; an effect the other way counts as inactive or inconclusive. Unless noted, on the % scale 0 is the no-effect control and ±100 the full control effect; potency means the concentration at half of the fitted maximal effect. The order is random; 1.7% or so of the library scored in one or more.

No.	Compound	p53ts 32C tox	IkB signaling
1	COc1cc(C(Nc2ccccn2)c2ccc3ccc(C)nc3c2O)cc(OC)c1O (stereo unspecified)	-14.6%	?
2	Fc1ccc(Cn2nnnc2CN2CCN(C3CCCCC3)CC2)cc1	-5.1%	0.9%
3	CC1CCCCC1NC(=O)Cn1ncc2ccccc21 (stereo unspecified)	-5.2%	2.8%
4	Nc1nc(-c2cccc(NS(=O)(=O)c3ccccc3)c2)cs1	10.3%	1.7%
5	CCc1nnc(NCC(=O)N2CCc3ccccc32)s1	-1.6%	1.0%
6	CCCCOCc1cc(CN2CCN(c3cccc(Cl)c3)CC2)c(O)c2ncccc12	4.6%	-1.0%
7	COc1ccccc1CC(=N)N1C[C@@H]2C(=O)CCC(c3ccccc3)(c3ccccc3)[C@@H]2C1	4.3%	?
8	COc1ccc(CNC(=O)CCCN2C(=O)CSc3c2c(C)nn3-c2ccccc2)cc1	13.3%	?
9	CC(=O)Nc1ccc(NC(C)=O)s1	-4.7%	5.1%
10	Cc1ccc(NC(=O)CSc2nc3n[nH]c(C)c3c(=N)n2-c2ccccc2C)cc1C	-23.8%	2.3%
11	CCCCOc1ccc(C2C(=O)N(C3CCCCC3)CC(=O)N2CCCC)cc1 (stereo unspecified)	-0.1%	?
12	Cc1ccccc1NC(=O)Cn1c(=O)n(CCC(=O)N2CCc3ccccc3C2)c(=O)c2ccccc21	-1.2%	?
13	O=C(Oc1cccc2cccnc12)c1cccs1	-22.2%	?
14	COc1cccc(-c2nnn(CCC(=O)O)n2)c1	-1.0%	-10.1%
15	O=C(CSc1nnc(COc2ccc(Cl)cc2)o1)N1CCN(c2ccccc2)CC1	-3.5%	1.6%

No.	p53ts 39C kill	Imprint erasure
1	7.3%	-26.0%
2	2.6%	-8.2%
3	0.7%	-8.8%
4	10.9%	-16.2%
5	-23.4%	-11.5%
6	3.1%	29.5%[10.9 µM]
7	-30.0%	-12.0%
8	-3.7%	-4.2%[10.9 µM]
9	3.3%	11.1%
10	-24.5%	-20.4%[10.9 µM]
11	?	-16.2%[10.9 µM]
12	1.9%	-5.7%[10.9 µM]
13	-10.4%	·
14	6.1%	·
15	8.2%	-14.8%

Brought forward from above: two compounds, followed by the next part.
No.	Compound	p53ts 32C tox	IkB signaling
14	COc1cccc(-c2nnn(CCC(=O)O)n2)c1	-1.0%	-10.1%
15	O=C(CSc1nnc(COc2ccc(Cl)cc2)o1)N1CCN(c2ccccc2)CC1	-3.5%	1.6%
16	Cc1ccc(/C(C#N)=C/c2cccc([N+](=O)[O-])c2)cc1	-8.1%[9.22 µM]	-1.8%[11.4 µM]
17	O=C(CSc1ncn(-c2ccccc2)n1)N1CCc2ccccc21	3.7%	-1.0%
18	O=C(CN(c1ccc(Cl)c(C(F)(F)F)c1)S(=O)(=O)c1ccccc1)Nc1cccnc1	-2.0%	?
19	O=C(c1ccccc1)N1CCC(O)(c2ccc3c(c2)OCO3)CC1	-12.8%	·
20	CCN1CCN(c2ncc3c(n2)CCN(Cc2sccc2C)C3)CC1	-0.7%	0.0%
21	COc1ccc2c3c(cccc13)OCC2=O	4.6%	0.8%
22	CCOC(=O)c1c2c(n3ccccc13)C(=O)c1ccccc1C2=O	-1.2%[9.22 µM]	-5.2%[11.4 µM]
23	COC(=O)Cn1c(SCCOc2ccccc2Cl)nc2ccccc21	0.5%	-1.5%
24	COc1ccc(Cl)cc1NC(=O)Cc1ccc(NC(=O)N2CCCCc3ccccc32)cc1	-5.8%	?
25	COc1ccc(NC(=O)Cn2c(=O)n(CCCC(=O)NCc3ccccc3Cl)c(=O)c3ccccc32)c(OC)c1	11.1%	6.4%
26	Cc1cc(C)n(-c2nc3c(c(=O)[nH]c(=O)n3C)n2C(C)C)n1	3.6%	-2.2%
27	COc1cccc(NC(=O)c2cn(C)c(=O)c3cc(OC)c(OC)cc23)c1	-12.4%	0.3%
28	Nc1nc(SCc2ccccc2[N+](=O)[O-])c2[nH]cnc2n1	2.1%[9.22 µM]	2.5%[11.4 µM]
29	N/C(=N\S(=O)(=O)c1cccs1)c1ccccc1	3.2%	-1.3%
30	COc1cc(OC)c(NC(=O)c2nn(-c3ccc(C)cc3)c(=O)c3c2c2ccccc2n3C)cc1Cl	-8.5%	-1.6%

No.	p53ts 39C kill	Imprint erasure
14	6.1%	·
15	8.2%	-14.8%
16	16.1%[9.22 µM]	-16.4%[10.9 µM]
17	5.7%	-9.8%
18	1.6%	-14.5%[10.9 µM]
19	10.2%	·
20	-25.4%	-14.7%[10.9 µM]
21	-3.7%	-10.0%
22	-0.5%[9.22 µM]	-2.0%[10.9 µM]
23	0.4%	-19.5%[10.9 µM]
24	?	-10.3%[10.9 µM]
25	5.5%	8.2%[10.9 µM]
26	-9.7%	-3.5%
27	-0.5%	2.6%
28	-14.7%[9.22 µM]	-6.3%[10.9 µM]
29	1.5%	-3.6%
30	-1.4%	-3.1%[10.9 µM]

From entry 27 to 30, as listed above:
No.	Compound	p53ts 32C tox	IkB signaling
27	COc1cccc(NC(=O)c2cn(C)c(=O)c3cc(OC)c(OC)cc23)c1	-12.4%	0.3%
28	Nc1nc(SCc2ccccc2[N+](=O)[O-])c2[nH]cnc2n1	2.1%[9.22 µM]	2.5%[11.4 µM]
29	N/C(=N\S(=O)(=O)c1cccs1)c1ccccc1	3.2%	-1.3%
30	COc1cc(OC)c(NC(=O)c2nn(-c3ccc(C)cc3)c(=O)c3c2c2ccccc2n3C)cc1Cl	-8.5%	-1.6%

No.	p53ts 39C kill	Imprint erasure
27	-0.5%	2.6%
28	-14.7%[9.22 µM]	-6.3%[10.9 µM]
29	1.5%	-3.6%
30	-1.4%	-3.1%[10.9 µM]

(next part)
No.	Compound	p53ts 32C tox	IkB signaling
31	Cc1nn(C(=O)c2c([N+](=O)[O-])cnn2C)c(C)c1Cl	3.2%	·
32	CCN(Cc1ccccc1)C(=O)c1c(C)oc2ncn(C)c(=O)c12	-4.1%	1.0%
33	Cc1ccc2c(c1)nnn2C1CCN(C(=O)C23CC4CC(CC(C4)C2)C3)CC1	-6.3%	·
34	COc1cc(NC(=O)Cn2nnc(-c3ccc(C(F)(F)F)cc3)n2)c(C(=O)O)cc1OC	2.5%	-1.4%
35	COc1ccc2c(c1)c1nc(SCC(C)C)n(CCO)c(=O)c1n2C	5.3%	-2.0%
36	N#Cc1c(SCC(=O)N2CCOCC2)nsc1SCC(=O)N1CCOCC1	-6.0%	-0.1%
37	CC(Sc1nnnn1C)C(=O)Nc1ccccc1-c1ccccc1 (stereo unspecified)	1.5%	-0.2%
38	c1ccc(CCn2nnnc2C(c2cccs2)N2CCOCC2)cc1 (stereo unspecified)	1.7%	-1.9%
39	CC(C)COP(=O)(c1ccc(N(C)C)cc1)C(O)c1ccccc1F (stereo unspecified)	4.8%	-1.3%
40	COc1ccc(-c2cc(C(=O)Nc3cc(C(F)(F)F)ccc3Cl)no2)cc1	-7.7%	1.5%
41	Cc1nc2ccc(NC(=O)N3CCSCC3)cc2s1	-7.5%	4.4%
42	Cc1ccccc1NC(=O)c1nc(S(C)(=O)=O)ncc1N(Cc1ccco1)Cc1sccc1C	9.4%	0.9%
43	CCN1CCN(/C=N/c2nc3c(s2)CCCC3)CC1	?	0.3%
44	CC1=C(C(=O)OC2CCCCCC2)C(c2c(F)cccc2Cl)CC(=O)N1 (stereo unspecified)	22.7%	?
45	Cc1ccc(O)c(NC(=O)c2noc3c2CCCC3)c1	?	?

No.	p53ts 39C kill	Imprint erasure
31	0.6%	·
32	1.2%	19.5%[10.9 µM]
33	6.3%	·
34	41.7%[activator]	-6.8%[10.9 µM]
35	0.9%	-8.4%
36	8.2%	-3.7%
37	-2.0%	-5.3%
38	-1.3%	-13.5%
39	-4.0%	-11.8%
40	-17.6%	-10.4%[10.9 µM]
41	-3.7%	3.3%
42	2.3%	-12.1%[10.9 µM]
43	?	-80.2%[inhibitor]
44	-19.0%	-3.7%[10.9 µM]
45	?	-27.2%[10.9 µM]

(next part)
No.	Compound	p53ts 32C tox	IkB signaling
46	CCOC(=O)CC(=O)Nc1ccc(C(=O)OCC)cc1	-0.1%	2.5%
47	CC(C)(C)OC(=O)N1CCC(c2c(C(=O)N3CCOCC3)cnn2-c2cccc(F)c2)CC1	3.2%	-0.4%
48	CC1CCN(C(=O)c2ccc(NC(=O)C3CCCO3)cc2)CC1 (stereo unspecified)	-2.3%	0.3%
49	CCN(CC)c1c2c(c(C#N)c3nc4ccccc4n13)CCC2	-2.3%	·
50	CCCCSc1nnc2c(n1)OC(c1ccc(Br)s1)Nc1ccccc1-2 (stereo unspecified)	9.1%	?
51	CCOC(=O)N1CCC(NC(=O)CS(=O)(=O)Cc2nc(-c3cccc(OC)c3)oc2C)CC1	-4.3%	1.4%
52	COc1ccc(CCN(C)C(=O)CN2C(=O)c3ccccc3S2(=O)=O)cc1OC	-6.5%	-1.0%
53	c1ccc2c(c1)ncn2CCC1CCCCC1	-8.5%	1.1%
54	CCn1nc(C)c(NC(=O)c2cc(Br)ccc2Cl)c1C	4.6%	·
55	Cc1cc(C)cc(-n2cc3c(=O)n(C)c(=O)n(C)c3c2)c1	19.8%	-0.9%
56	CC12CCC(=O)N1C(C(=O)OCC(=O)Nc1sccc1C#N)CS2 (stereo unspecified)	-0.5%	0.1%
57	Cc1nn(Cc2ccccc2)c(C)c1NC(=O)CSc1nnc(-c2cc(Cl)ccc2O)n1C	12.6%	?
58	CCOC(=O)CSc1nc(N)c(C#N)c(-c2ccc(OCC)cc2)c1C#N	-5.7%	0.9%
59	CN1CCN(/C=N/c2c(C#N)cnn2-c2ccccc2)CC1	3.4%	0.3%
60	Cc1ccc(CNC(=O)CCS(=O)(=O)c2cccc3nonc23)cc1	1.9%	0.0%

No.	p53ts 39C kill	Imprint erasure
46	-1.5%	-10.6%
47	23.1%	-2.2%[10.9 µM]
48	-11.6%	6.6%
49	-0.2%	·
50	6.3%	8.8%[10.9 µM]
51	-9.1%	-10.6%
52	-2.2%	1.1%
53	-1.8%	-12.7%
54	-2.2%	·
55	22.3%	-7.9%
56	4.3%	-11.9%
57	12.9%	-5.6%
58	-14.4%	-5.5%
59	8.1%	-1.1%
60	-16.8%	-8.1%

Additional structures.
No.	Compound	p53ts 32C tox	IkB signaling
61	O=C(O)c1ccc(-c2ccc(O)c(F)c2)cc1	-1.1%	-10.6%
62	c1ccc2nc3c(nc2c1)[nH]c1ccccc13	?	-3.6%
63	COc1ccc(Cl)cc1NC(=O)NCCn1c(=O)oc2ccc(C)cc21	5.7%	?
64	Cc1nc2ccccc2c(=O)n1/N=C/c1ccc(N(C)C)cc1	-7.2%	0.9%
65	CSc1cccc(NC(=O)c2c(Cl)cnn2C)c1	-1.6%	-0.4%
66	CCOCC(=O)Nc1ccc(S(=O)(=O)Nc2ncccn2)cc1	-5.4%	0.8%
67	CCCCCn1ccc(=N)cc1	9.9%	3.6%
68	Cc1c(C(=O)Nc2ccc3c(c2)OCO3)sc2nc(-c3ccccc3)cn12	-10.4%	2.9%

No.	p53ts 39C kill	Imprint erasure
61	-13.5%	-49.6%[inhibitor]
62	?	-68.4%[inhibitor]
63	-7.8%	-12.2%[10.9 µM]
64	-10.6%	-14.0%
65	-1.2%	-2.6%
66	0.4%	-0.3%
67	11.9%	-6.2%
68	-13.3%	-1.4%
